AGP1 TOR yeast: yeast TOR pathway AGP1-GFP modulation; hit rate 0.02% among 320,000; S. cerevisiae AGP1-GFP multiplex flow cytometry, 3 h; GFP as percent of DMSO wells; GFP response vs DMSO, % at 10 µM; AID 2066;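 active means GFP response relative to DMSO above a set limit, near screen average plus 3 SD, cut at about 150% in these data; inconclusive means fewer than 70 cells counted for the yeast strain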;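 further: median GFP channel fluorescence of the gated AGP1 strain per well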
MEX-5 binding: C. elegans MEX-5 TCR-2 RNA binding activity | Q9XUB2 | MEX-5/FITC-TCR2 RNA binding, fluorescence polarization; active compounds read low | activity score (negative = inhibition of binding), % at 10 µM | hit rate 0.38% among 300,000;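 active means inhibition past about -25% in most replicates, and total fluorescence under double the plate's negative control median, limit read from the data; inconclusive means replicates evenly split on the limit, or fluorescence at least double controls; inactive means too little inhibition in most replicates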;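 further: 0% = DMSO and -100% = 5 µM competing unlabeled TCR2 RNA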
Target sequence (Q9XUB2 whole entry, looked up): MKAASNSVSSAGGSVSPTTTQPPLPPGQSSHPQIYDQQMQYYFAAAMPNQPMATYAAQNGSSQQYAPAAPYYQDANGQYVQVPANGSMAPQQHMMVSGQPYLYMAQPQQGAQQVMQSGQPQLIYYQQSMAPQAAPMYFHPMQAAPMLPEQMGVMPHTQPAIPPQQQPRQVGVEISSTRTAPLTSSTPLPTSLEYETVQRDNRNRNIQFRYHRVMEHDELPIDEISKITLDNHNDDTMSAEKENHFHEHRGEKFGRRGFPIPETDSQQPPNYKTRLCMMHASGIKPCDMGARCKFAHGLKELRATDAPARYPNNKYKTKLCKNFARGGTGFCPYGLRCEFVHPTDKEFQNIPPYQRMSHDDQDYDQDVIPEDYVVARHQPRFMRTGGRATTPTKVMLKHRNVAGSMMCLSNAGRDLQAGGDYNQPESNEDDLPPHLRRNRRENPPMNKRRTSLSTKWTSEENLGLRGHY
Fam108B counter: blocks mouse Fam108B hydrolase in RBBP9 counter-screen; recombinant Fam108B, FP-Rh probe fluorescence polarization; inhibition, % at 9.51 µM; hit rate 0.33% among 300,000; AID 1947;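 active means inhibition above the screen mean inhibition plus 3 SD, computed separately per campaign, cut at about 18% in these data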;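 further: inhibitors lower polarization as less probe binds the enzyme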
Bcl-xL primary: Bcl-xL (human) inhibition; Q07817; GST-Bcl-xL / FITC-Bim BH3 peptide fluorescence polarization; inhibition, % at 10.9 µM; hit rate 0.7% among 320,000;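 active means inhibition above the mean of all tested compounds plus 3 SD, cutoff set per campaign, cut at about 30% in these data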;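 further: 0% = DMSO wells and 100% = unlabeled Bim-BH3 peptide competitor; inhibitors lower millipolarization by displacing the labeled peptide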
Target sequence (Q07817 whole entry, looked up): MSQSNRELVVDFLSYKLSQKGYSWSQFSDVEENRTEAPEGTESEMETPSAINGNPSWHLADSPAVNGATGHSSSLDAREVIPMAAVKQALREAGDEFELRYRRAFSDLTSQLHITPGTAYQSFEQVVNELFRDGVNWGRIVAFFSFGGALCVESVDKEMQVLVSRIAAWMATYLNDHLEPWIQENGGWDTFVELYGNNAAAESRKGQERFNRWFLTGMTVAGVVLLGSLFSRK
GRK2 inh: blocks RNA aptamer binding to human GRK2. bead flow cytometry, FAM-aptamer displacement from GRK2. inhibition of aptamer binding, % at 10 µM. hit rate 0.59% among 330,000;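 active means inhibition of aptamer binding above 40%, roughly 3 SD of noise, on plates passing a quality check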;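 further: median bead fluorescence of bound FAM aptamer so fluorescent compounds give negative values; no value below 0 was filed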
GLD-1 RNA inh: GLD-1-TGE RNA interaction inhibition (C. elegans) | hit rate 0.44% among 320,000 | AID 2280 | purified GLD-1 + fluorescein TGE RNA, fluorescence polarization | inhibition, % at 5.96 µM | Q17339;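 active means percent inhibition above a per-plate cutoff, the plate mean of test compounds plus 3 SD, cut at about 30% in these data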;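 further: 0% = DMSO wells with GLD-1 and probe and 100% = wells lacking GLD-1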
MCL1-BIM inh: MCL1-BIM-BH3 interaction inhibition (human). hit rate 0.68% among 320,000. Q07820. inhibition, % at 10.9 µM. GST-MCL1 / FITC-Bim-BH3 fluorescence polarization;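 active means inhibition above the mean inhibition of all tested compounds plus 3 SD, set per campaign, cut at about 40% in these data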;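 further: 0% = DMSO wells and 100% = unlabeled Bim-BH3 peptide control; higher means more loss of mP so more displacement of Bim peptide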
VLA-4 inh: inhibition in a human VLA-4 binding assay | inhibition, % (about 7 µM as worked out from the volumes in the protocol) | VLA-4 expressing cells, ligand binding flow cytometry | P13612 | hit rate 0.2% among 330,000; in the data active means inhibition above about 50%
CIT2 TOR yeast: yeast TOR pathway CIT2-GFP modulation; S. cerevisiae CIT2-GFP strain, flow cytometry, 3 h; 100 means same as DMSO wells; GFP response vs DMSO, % at 10 µM; hit rate 0.065% among 320,000;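 active means GFP response relative to DMSO above a set limit, near the screen mean plus 3 SD, cut at about 150% in these data; inconclusive means Fewer than 70 cells measured for a yeast strain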;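 further: ratio of well median GFP fluorescence to mean of DMSO wells on the plate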
The depositor's hits bear a star; ? = inconclusive; / = not tested or not shown; & = joins results of further samples.

SMILES | AGP1 TOR yeast | MEX-5 binding | Fam108B counter | Bcl-xL primary | GRK2 inh | GLD-1 RNA inh | MCL1-BIM inh | VLA-4 inh | CIT2 TOR yeast
OCCOCCn1c2ccccc2c2ccccc21 | 88 | 0.9 | -1 | -1 | 0 | 2 | 3 | 6 | 83
O=c1[nH]nc(-c2ccccc2)cc1-c1ccccc1 | 82 | -0.7 | 1 | 2 | 0 | 4 | 1 | -2 | 86
Cc1[nH]c(=O)[nH]c(=O)c1S(=O)(=O)Nc1ccc(Oc2ccccc2)cc1 | 85 | -1.1 | -3 | 2 | 2 | 0 | 3 | 5 | 87
COc1ccc(NC(=O)C2=C(C)NC(=O)NC2c2cccs2)c(OC)c1 (stereo unspecified) | 93 | 0.3 | -3 | 4 | 0 | -2 | 4 | -5 | 92
NS(=O)(=O)c1ccc(CCNC(=O)c2ccc3nccnc3c2)cc1 | 98 | / | / | / | 8 | 13 | / | 4 | 110
C[C@H]1CC[C@]2(O[C@H](CCO)C[C@@H](O)[C@@H]2O)O1 | 94 | 0.6 | 3 | 0 | 3 | -6 | 0 | 45 | 95
Cc1ccccc1N/C(=N/S(=O)(=O)c1cc(F)ccc1F)c1ccccc1 | 99 | 3.0 | -1 | 1 | 0 | 10 | 2 | -25 | 105
CC(=C/c1ccccc1)/C=N/NC(=O)CSc1nc(C)cc(C)n1 | 98 | -0.2 | 3 | 4 | 0 | 0 | 9 | 10 | 102
Cc1nc2cc(C(F)(F)F)ccc2n1C1CCN(CC(=O)N2CCOCC2)CC1 | 101 | -12 | 0 | 14 | 4 | 2 | 16 | 1 | 101
CC(=O)c1ccc(NC(=O)Nc2ccc(NS(=O)(=O)c3ccc(C)cc3)cc2)cc1 | 108 | 2.6 | -1 | 7 | 1 | 10 | 8 | -3 | 114
Cc1ccccc1N(CC(=O)NCc1ccc2c(c1)OCO2)C(=O)C1CSC(=O)C1 (stereo unspecified) | 105 | 1.1 | -2 | 3 | 1 | 2 | 6 | -5 | 103
CSc1ccc(/C=N/NC(=O)c2cc(O)cc(O)c2)cc1 | 102 | -0.1 | -4 | 8 | 2 | 0 | 14 | 7 | 106
CCCCCCCCNc1nc(Cl)nc(NCCN2CCOCC2)n1 | 102 | 0.2 | 8 | 3 | 0 | 4 | -1 | 0 | 103
COc1cc(CN2CCN(Cc3cccc(OC)c3OC)CC2)cc(OC)c1 | 97 | -1.1 | -1 | 0 | 10 | 12 | 2 | -15 | 100
CCCCCCCCNC(=O)/C(C#N)=C/c1ccc2c(c1)OCCO2 | 98 | -0.7 | -3 | 5 | 1 | -4 | 2 | 4 | 104
Cc1nc2cc(NS(=O)(=O)c3ccccc3)ccc2n1C | 100 | 1.8 | -1 | 1 | 0 | 0 | -3 | 13 | 94
COC(=O)C1=C(C(=O)OC)[C@@H]2N(C)c3ccccc3[C@@]23C[C@@H](C(=O)OC)N(C(=O)c2ccco2)C3=N1 | / | -0.9 | -2 | 3 | / | 6 | -1 | / | /
CC1CCCCN1C(=O)COC(=O)c1ccc(N2CCCC2=O)cc1 (stereo unspecified) | 101 | / | / | / | 2 | 9 | / | 39 | 102
Brc1ccc(-c2nnc3ccc(N4CCN(c5ccccc5)CC4)nn23)cc1 | 101 | 0.3 | 5 | -5 | 0 | 4 | -10 | -2 | 87
COc1ccc(CN(C(=O)c2oc3cc(C)c(C)cc3c2C)C2CCS(=O)(=O)C2)cc1OC (stereo unspecified) | 102 | -0.1 | 3 | -2 | 3 | -10 | 2 | 4 | 102
CC(C)(CN1CCCC1)NS(=O)(=O)c1ccccc1 | 92 | 2.1 | 8 | 3 | 4 | -4 | -4 | 10 | 90
CC1(C)C(c2ccco2)=[N+]([O-])C2(CCCCC2=O)N1O (stereo unspecified) | 100 | 0.1 | -3 | 4 | 0 | 0 | 3 | 5 | 97
CCCN(CCC)CCCNC(=O)c1cc2c(=O)[nH]c3ccccc3c2s1 | 106 | 0.7 | 0 | 6 | 0 | -1 | 7 | -5 | 110
COc1cc(NC(=O)NNC(=O)c2cc3occc3n2C)cc(OC)c1OC | 102 | -1.0 | 2 | -1 | 7 | 5 | -3 | -11 | 102
Cn1c(=N)n(CC(=O)c2cccs2)c2ccccc21 | 103 | 1.1 | 1 | 4 | 0 | 2 | 2 | 4 | 94
O=C(O)/C=C/C(=O)Nc1ccc(S(=O)(=O)Nc2nccs2)cc1 | 94 | -2.5 | 3 | -1 | 0 | 6 | 10 | 13 | 108
CCOC(=O)c1sc(C)c2c1NC(C)(c1cccc3ccccc13)NC2=O (stereo unspecified) | 105 | 3.3 | 6 | 2 | 3 | 8 | 6 | -1 | 114
Fc1ccccc1CN1CCCN(C(=S)Nc2cccc(Cl)c2)C1 | 100 | 0.9 | -25 | 3 | 1 | 10 | -1 | 13 | 95
CCOc1ccc(Cl)cc1S(=O)(=O)NCc1cccnc1 | 105 | 0.6 | -2 | 7 | 2 | -2 | 6 | 1 | 106
CC(Sc1nc(C2CC2)n(-c2ccccc2)n1)C(=O)c1c(N)n(C)c(=O)n(C)c1=O (stereo unspecified) | 96 | -1.4 | 1 | 4 | 0 | -4 | -2 | -3 | 107
COc1ccc(NC2=NC3(CCCCC3)N=C(N)N2)cc1 | 94 | 1.4 | 0 | 2 | 0 | 3 | 5 | 6 | 87
O=C(c1ccc(Oc2ccccc2)cc1)C1CCCN(C(=O)c2cnccn2)C1 (stereo unspecified) | 101 | -3.3 | 1 | 1 | 1 | -1 | 1 | -4 | 109
Cc1ccn2c(c1)nc(=O)c1cc(S(=O)(=O)N3CCC(C)CC3)ccc12 | 100 | -3.2 | 0 | 6 | 0 | 0 | 3 | -101 | 100
O=C(CSc1nc2ccccc2c(=O)n1CCC(=O)N1CCN(c2ccccc2)CC1)NCC1CCCO1 (stereo unspecified) | 105 | 1.8 | -1 | 1 | 2 | -2 | 4 | 10 | 107
COCCN=c1scc(-c2cc(OC)ccc2OC)n1/N=C/c1c[nH]c2ccccc12 | 91 | 1.1 | 5 | 0 | 7 | 6 | -11 | 13 | 89
Cc1cccc(NC(=O)c2oc3c(c2C)C(=O)CC(C)(C)C3)n1 | 95 | -2.3 | 6 | 4 | 0 | 8 | 0 | 0 | 86
COc1ccccc1NC(=O)CN(c1ccccc1C)S(C)(=O)=O | 98 | 0.4 | 0 | 0 | 1 | 0 | -8 | 3 | 103
CCc1ccc(N(CC)C(=O)c2cn(C)c(=O)c3ccccc23)cc1 | 97 | -0.6 | 1 | 0 | 29 | 1 | 2 | 5 | 94
CCN(CC)CCC(O)(c1ccccc1)C1CCCCC1 (stereo unspecified) | 95 | -0.9 | 2 | 4 | / | -2 | 1 | -1 | 105
Cn1nc(C(=O)NNc2c(F)c(F)cc(F)c2F)c2ccccc2c1=O | 95 | 1.0 | -4 | 5 | 0 | 7 | -1 | 4 | 103
Cc1cc(C)c[n+](-c2nc3ccccc3nc2C(=C=[N-])C#N)c1 | 101&101 | -1.1&-3.8 | 3&-4 | 5&3 | 0&0 | -5&5 | 7&6 | 5&-6 | 102&95
COc1ccc(OCCOC(=O)Nc2ccccc2)cc1 | / | 1.0 | 2 | 3 | 1 | -2 | 6 | 0 | 87
CCCCN(C(=O)c1ccccc1OCc1ccc(F)cc1)c1c(N)n(CC(C)C)c(=O)[nH]c1=O | 97 | 1.9 | 2 | 1 | 0 | 5 | -3 | 9 | 90
Cc1ccc2c(c1)C(=O)c1c(C(=O)O)cccc1-2 | 93 | -1.0 | -2 | 4 | 6 | 2 | -3 | 9 | /
O=C1NC(=O)/C(=C/c2ccc(N3CCOCC3)o2)N1 | 104 | -19 | 1 | 11 | 21 | 17 | -7 | -2 | 97
COCCCn1c(C(=O)NCCN2CCOCC2)cc2c(=O)n3cccc(C)c3nc21 | 98 | -1.6 | 0 | 1 | 0 | -7 | 0 | 14 | /
Cc1cc(NC(=O)c2ccc3c(c2)C(=O)N(CC(C)C)C3=O)no1 | 94 | 1.6 | -1 | 1 | 2 | -4 | 0 | 10 | 88
Cc1ccc(-n2c(C)cn(C(=O)c3ccccc3)c2=S)cc1 | 102 | 0.5 | -1 | 4 | 3 | 1 | 3 | -3 | 83
Cc1ccc(-n2c(Cc3cccn3C)nnc2SCC(=O)NCc2ccco2)cc1 | 100 | 2.0 | -4 | 0 | 0 | 3 | -9 | 3 | 93
Nc1ncnc2nc(SCc3ccc(Cl)cc3Cl)[nH]c12 | 117 | -0.6 | 5 | 3 | 2 | 7 | 12 | 8 | 123
COc1ccc(C(=O)NC2(C(F)(F)F)C(=O)N(Cc3ccco3)C3=C2C(=O)CC(C)(C)C3)cc1OC (stereo unspecified) | 88 | ? | 2 | 0 | 2 | 1 | -3 | -3 | 89
Cc1cc(C)n(CC(=O)N/N=C/c2ccc(C)o2)n1 | 102 | 4.5 | -1 | 3 | 0 | 6 | -1 | 8 | 106
CCOC(=O)c1ccc(N=CC2=C(O)CC(C)(C)CC2=O)cc1 | 83 | -1.0 | -2 | 5 | 2 | -2 | 8 | -2 | 91
